# ZTA counter = counter-screen for EBNA-1 inhibitors: inhibitors of Epstein-Barr virus ZTA | ZTA-DNA binding, fluorescence polarization | inhibition, % at 11 µM | 320,000 tested, 0.15% active | AID 2234; in the data active means inhibition above about 33%
# MCL1 BIM primary = MCL1-BIM-BH3 interaction inhibition (human); Q07820; GST-MCL1 / FITC-Bim-BH3 fluorescence polarization; inhibition, % at 10.9 µM; 320,000 tested, 0.68% active; AID 2057;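 active means inhibition above the mean inhibition of all tested compounds plus 3 SD, set per campaign, cut at about 40% in these data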;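 further: 0% = DMSO wells and 100% = unlabeled Bim-BH3 peptide control; higher means more loss of mP so more displacement of Bim peptide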
# Target sequence (Q07820 whole entry, looked up): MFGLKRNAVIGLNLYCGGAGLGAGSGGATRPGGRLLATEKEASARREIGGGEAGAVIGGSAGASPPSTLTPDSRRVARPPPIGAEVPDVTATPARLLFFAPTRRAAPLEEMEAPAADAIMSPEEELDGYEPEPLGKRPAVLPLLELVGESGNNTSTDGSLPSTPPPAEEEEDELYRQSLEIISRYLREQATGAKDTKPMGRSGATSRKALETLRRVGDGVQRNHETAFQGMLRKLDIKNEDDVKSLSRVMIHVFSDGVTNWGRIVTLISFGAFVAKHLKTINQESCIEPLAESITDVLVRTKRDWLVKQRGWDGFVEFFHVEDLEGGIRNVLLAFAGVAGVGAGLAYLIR
# GLD-1 TGE inh = GLD-1-TGE RNA interaction inhibition (C. elegans) | Q17339 | inhibition, % at 5.96 µM | purified GLD-1 + fluorescein TGE RNA, fluorescence polarization | 320,000 tested, 0.44% active | AID 2280;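 active means percent inhibition above a per-plate cutoff, the plate mean of test compounds plus 3 SD, cut at about 30% in these data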;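 further: 0% = DMSO wells with GLD-1 and probe and 100% = wells lacking GLD-1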
# EBNA-1 inhibitor = blocks EBNA-1 binding to DNA. EBNA-1 DNA binding, fluorescence polarization. 300,000 tested, 0.34% active. inhibition, % at 14.8 µM. AID 1950; in the data active means inhibition above about 28%
# Bcl-xL primary = Bcl-xL (human) inhibition | inhibition, % at 10.9 µM | GST-Bcl-xL / FITC-Bim BH3 peptide fluorescence polarization | 320,000 tested, 0.7% active;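 active means inhibition above the mean of all tested compounds plus 3 SD, cutoff set per campaign, cut at about 30% in these data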;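 further: 0% = DMSO wells and 100% = unlabeled Bim-BH3 peptide competitor; inhibitors lower millipolarization by displacing the labeled peptide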
# Target sequence (Q07817 whole entry, looked up): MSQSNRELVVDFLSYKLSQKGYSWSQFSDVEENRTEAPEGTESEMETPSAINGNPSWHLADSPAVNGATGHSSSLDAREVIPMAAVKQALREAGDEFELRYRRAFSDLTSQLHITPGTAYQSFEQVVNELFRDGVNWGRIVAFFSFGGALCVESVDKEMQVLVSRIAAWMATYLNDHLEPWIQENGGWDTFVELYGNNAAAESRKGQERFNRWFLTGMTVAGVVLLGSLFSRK
# Efflux pump mplx = inhibitors of Candida antifungal efflux pumps expressed in yeast; 330,000 tested, 0.44% active; inhibition, % at 10 µM; S. cerevisiae Candida pump triplex, Nile Red efflux;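 active means plate passing quality check with inhibition over a set limit, or well fluorescence over plate mean plus 4 SD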;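 further: Nile Red retained in pooled yeast measured as flow cytometry median fluorescence; 0% = buffer negative control and 100% = Enniatin B positive control; higher means more Nile Red kept so more efflux inhibition; some compounds called inactive have numbers as strong as hits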
# Fam108B counter = blocks mouse Fam108B hydrolase in RBBP9 counter-screen. inhibition, % at 9.51 µM. 300,000 tested, 0.33% active. recombinant Fam108B, FP-Rh probe fluorescence polarization;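 active means inhibition above the screen mean inhibition plus 3 SD, computed separately per campaign, cut at about 18% in these data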;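 further: inhibitors lower polarization as less probe binds the enzyme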
# MEX-5 binding = C. elegans MEX-5 TCR-2 RNA binding activity | Q9XUB2 | MEX-5/FITC-TCR2 RNA binding, fluorescence polarization; stronger effect = lower value | activity score (negative = inhibition of binding), % at 10 µM | 300,000 tested, 0.38% active;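 active means inhibition past about -25% in most replicates, and total fluorescence under double the plate's negative control median, limit read from the data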;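 further: 0% = DMSO and -100% = 5 µM competing unlabeled TCR2 RNA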
# Target sequence (Q9XUB2 whole entry, looked up): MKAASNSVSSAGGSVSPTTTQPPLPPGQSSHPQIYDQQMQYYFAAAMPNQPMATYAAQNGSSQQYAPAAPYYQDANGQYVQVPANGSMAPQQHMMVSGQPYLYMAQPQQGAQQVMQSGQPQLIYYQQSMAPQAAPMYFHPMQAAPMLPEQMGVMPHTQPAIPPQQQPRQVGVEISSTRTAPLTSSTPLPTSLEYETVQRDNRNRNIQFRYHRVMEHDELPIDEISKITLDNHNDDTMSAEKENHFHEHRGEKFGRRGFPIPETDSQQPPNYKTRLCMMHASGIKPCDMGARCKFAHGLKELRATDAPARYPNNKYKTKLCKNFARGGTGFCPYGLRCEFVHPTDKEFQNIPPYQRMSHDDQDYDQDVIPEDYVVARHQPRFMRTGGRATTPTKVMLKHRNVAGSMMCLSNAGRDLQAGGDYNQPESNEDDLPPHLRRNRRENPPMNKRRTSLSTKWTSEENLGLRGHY
# Yeast superoxide = caloric restriction mimetics inhibiting age-related superoxide in yeast; S. cerevisiae aged cells, superoxide DHE fluorescence; stronger effect = lower value; superoxide response (% of plate mean), % at 10 µM; 330,000 tested, 0.18% active; AID 2690;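 active means superoxide response under a set limit, about three screen SD below normal, cut at about 65% in these data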;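 further: yeast aged for seven days with compound at 30 °C before DHE staining; 100% = average MFI of all compound-treated wells on the plate with controls excluded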
# Active calls of the source: *; nt = not tested or not shown; & = joins results of further samples.
SMILES,ZTA counter,MCL1 BIM primary,GLD-1 TGE inh,EBNA-1 inhibitor,Bcl-xL primary,Efflux pump mplx,Fam108B counter,MEX-5 binding,Yeast superoxide
CCN(C(=O)CCc1nc(-c2ccc(OC)cc2)no1)c1cc(OC)ccc1OC,6.8,2.1,-0.2,2.5,2.0,0.2,2.8,1.5,88.7
COc1ccc(-c2nc(CS(=O)(=O)CC(=O)NCc3ccc(F)cc3)c(C)o2)cc1,9.6,9.3,4.9,15.9,8.9,-0.1,-0.2,0.1,79.4
NS(=O)(=O)c1ccc(CCNC(=O)CN2CCN(c3ccc(F)cc3)CC2)cc1,7.3,8.2,1.2,2.1,4.0,0.0,0.8,0.9,86.8
CC1CC(C)CN(S(=O)(=O)c2ccc3c(c2)oc(=O)n3CC(=O)NCCCOC(C)C)C1 (stereo not drawn),6.6,1.9,0.6,8.0,4.7,0.0,-3.1,2.2,86.2
CCCCn1c(N)c(N(CC(C)C)C(=O)C2CC(=O)N(c3ccc4c(c3)OCCO4)C2)c(=O)[nH]c1=O (stereo not drawn),-10.6,-3.2,5.2,-3.9,0.1,0.1,3.0,1.2,91.4
COc1ccc(Nc2nnc(SCC(=O)NC(=O)Nc3ccc4c(c3)OCCO4)s2)cc1,-11.8,-5.0,-2.2,-5.7,-11.7,-0.1,-6.9,-0.9,102.3
Cc1ccc(C(=O)NCc2cccnc2)o1,-3.5,4.0,-0.2,0.5,1.9,0.1,3.7,-2.2,98.9
O=C(NNS(=O)(=O)c1cccc(Cl)c1Cl)c1cccc(S(=O)(=O)N2CCOCC2)c1,-2.0,13.0,3.2,-2.2,2.7,-0.1,1.1,2.6,87.4
Cc1ccsc1C(=O)OCC(=O)NCc1ccc(Cl)cc1,16.6,-2.7,9.9,nt,0.7,0.1,nt,nt,108.5
O=C(CSc1nnnn1-c1ccccc1)Nc1ccc(N2CCOCC2)cc1,1.2,-3.3,-0.3,-5.3,-8.8,-0.1,0.2,-0.7,84.2
CCCCN(CCCC)S(=O)(=O)c1ccc(N2CCCC2=O)c([N+](=O)[O-])c1,-2.9,2.3,-3.5,6.9,1.7,0.1,2.3,0.8,99.5
CCC(C)(C)NC(=O)C(c1ccc(OC)cc1)N(Cc1ccco1)C(=O)CCC(=O)Nc1cc(C)on1 (stereo not drawn),1.3,-2.5,3.2,0.1,-1.4,0.1,-0.9,-0.5,94.1
O=C(c1ccc(Cl)c(Cl)c1)N1CCC(=O)N(C(COCc2ccccc2)Cc2ccccc2)CC1 (stereo not drawn),-0.2,2.8,13.1,-8.2,2.1,0.2,-0.7,-0.4,104.9
CC(CC(=O)C1C(C)C=CCC1(C)C)NNC(N)=O (stereo not drawn),-11.0,-1.1,-0.6,13.3,-1.3,-0.1,-3.1,1.5,91.0
COc1ccccc1N1C(=O)CC(Sc2ncccc2C(=O)O)C1=O (stereo not drawn),21.1,-2.5,0.8,-4.9,8.1,-0.1,0.1,-2.5,99.8
CC(C)OC(=O)CSc1nc(N)c(C#N)c(-c2cccs2)c1C#N,-5.4,8.0,-0.2,-0.1,8.8,-0.1,1.2,-2.4,114.6
CS(=O)(=O)N1CCCC(C(=O)Nc2ccccc2)C1 (stereo not drawn),-11.1,10.9,0.2,-10.7,6.1,0.0,-1.8,0.3,106.0
CCc1nc2ccccc2c(C(=O)OC2CCCCC2=O)c1C (stereo not drawn),-8.5,-8.9,2.7,-16.2,-1.5,0.1,2.4,-0.4,105.2
CC1=C(c2ccccc2)C(=S)NC(C)(C)C1,1.5,6.3,-1.9,10.8,-0.4,0.1,-3.4,1.0,88.1
CCCC(=O)Nc1nc(-c2ccc3c(c2)OCCO3)cs1,-7.2,10.9,8.8,-3.6,5.6,-0.1,-0.3,nt,110.8
CCn1ncc(C2=NOC(C(=O)Nc3c(C)n(C)n(-c4ccccc4)c3=O)C2)c1C (stereo not drawn),0.4,0.4,-1.6,2.9,-3.5,0.0,-0.1,-0.1,92.3
CCOc1ccc(CCNC(=O)c2nnn(CC(=O)Nc3ccc(OC)c(OC)c3)c2N)cc1OCC,-2.8,-0.9,-3.7,-1.1,2.5,-0.3,1.5,-3.2,93.4
CC(C)(C)N=C1NC(=NC(C)(C)C)c2ccccc21,-17.8,-2.3,0.1,5.0,-1.1,0.1,-1.0,0.8,90.1
COc1cnc(-c2ccccn2)nc1Oc1ccc(F)cc1F,-20.5,6.5,7.2,-9.4,5.0,-0.2,-1.9,1.3,92.8
O=[N+]([O-])c1cc2oc3c(c2c(C=NCc2ccccc2)c1O)CCCC3,3.1,-3.7,-4.0,7.5,-10.4,0.3,2.2,-2.6,99.6

# The list goes on.
SMILES,ZTA counter,MCL1 BIM primary,GLD-1 TGE inh,EBNA-1 inhibitor,Bcl-xL primary,Efflux pump mplx,Fam108B counter,MEX-5 binding,Yeast superoxide
COc1ccc2cc(OCC(=O)NNC(=O)Nc3ccc(C(C)=O)cc3)ccc2c1,-6.3,-1.0,-8.6,-2.0,-4.0,0.0,-7.1,-0.6,111.7
CC1CCN(C(=O)CSc2nc(N)c(NC(=O)c3ccccc3)c(=O)[nH]2)CC1,-13.3,3.4,-0.2,-7.7,1.2,0.3,3.6,1.0,111.5
CCOC(=O)N1CCN(C(=O)C2CCN(C(=O)c3cc4sccc4n3CC)CC2)CC1,4.0,-1.8,0.2,0.0,1.1,0.4,2.7,0.0,157.0
Cc1ccc(-c2nnn(CC(=O)N(CC3CCCO3)C(C(=O)NCC3CCCO3)c3ccc(F)cc3)n2)o1 (stereo not drawn),13.1,-0.9,7.7,6.5,1.6,0.0,2.8,1.6,112.0
CCOc1cccc(/C=C/c2ccc3cccc(O)c3n2)c1OC,0.5,0.8,-0.4,-5.3,4.4,0.4,-7.0,-2.7,41.6*
CC1(C)C(=O)Nc2ccccc2N1C(=O)COC(=O)c1cc([N+](=O)[O-])ccc1N,-5.9,11.2,-2.4,0.8,6.9,0.1,2.1,2.1,110.6
Cc1ccc2c(CSc3nnc(N)s3)cc(=O)oc2c1,-8.6,-0.9,-2.5,-10.1,-6.3,0.5,-5.6,-0.9,106.5
CC(=O)Nc1ccc(C(F)(F)F)cc1Cl,-11.5,2.0,0.4,-3.1,3.9,0.0,5.7,1.8,110.8
CCN(CC)CCn1c2c(c(SCC(=O)Nc3nccs3)nc1=O)CCCC2,1.5,32.4,1.1,2.7,15.7,-0.1,6.9,-0.3,95.2
COC(=O)C1CC(c2c(OC)cc(OC)cc2OC)=NO1 (stereo not drawn),-2.2,8.0,1.2,4.6,6.8,0.0,3.3,-3.1,89.5
Cc1cc[n+](CC[n+]2ccc(C)cc2)cc1,-20.3,5.8,7.4,4.7,5.9,-0.1,10.1,0.6,98.7
Cc1cc(C)c(C(=O)OCC(=O)NCc2cccs2)c(C)c1,-20.8,0.6,-1.9,-1.8,1.6,-0.2,1.0,1.6,116.9
Cn1c(CCNC(=O)c2ccc(Cl)c(Cl)c2)nnc1SCc1ccc(Cl)c(Cl)c1,8.1,-5.1,2.3,10.8,-3.5,0.0,-1.0,-3.2,100.7
CC1CCC(C(C)C)C(OC(=O)Cn2c(-c3ccccc3)[n+](C)c3ccccc32)C1 (stereo not drawn),-0.7&0.0,-6.1&8.0,5.8&-6.3,4.1&3.7,3.1&4.3,0.1&-0.4,-1.9&0.3,1.1&-0.7,103.7&96.9
N#CCCN(C(=O)COC(=O)CCNS(=O)(=O)c1ccccc1)c1ccccc1,-5.8,0.9,3.5,nt,1.8,-0.2,nt,nt,98.2
Cc1cccc(OCC(=O)NNS(=O)(=O)c2ccccc2F)c1,6.4,-1.3,2.8,7.5,1.2,0.0,-3.8,-2.9,111.2
CCC(=O)N1CCc2cc(S(=O)(=O)NC(C(=O)NCc3ccc(C)cc3)C(C)C)ccc21 (stereo not drawn),-1.1,0.6,-1.7,3.2,-3.0,0.0,-6.8,0.8,97.1
O=c1ccc(S(=O)(=O)N2CCCC2)cn1Cc1nc(-c2ccccc2)no1,12.0,9.1,7.2,nt,6.9,0.1,nt,nt,101.8
O=C(CC1(O)C(=O)Nc2ccccc21)c1ccc2c(c1)OCO2 (stereo not drawn),-1.1,-3.2,-1.7,8.0,3.2,-0.1,-0.5,3.0,90.5
O=C(NNC(=O)c1ccccc1O)c1ccc(Cl)c(S(=O)(=O)N2CCc3ccccc32)c1,10.2,9.0,3.1,2.4,6.3,0.0,3.9,-3.4,84.3
CCCc1nc2c(sc3nc4c(cc32)COC(C)(C)C4)c(=O)o1,9.2,6.6,-4.6,9.4,7.1,-0.2,-6.5,0.6,102.4
O=C1c2ccccc2C(=O)N1Cc1cc(Cl)c(O)c([N+](=O)[O-])c1,2.4,4.4,-2.1,-18.6,10.3,0.0,1.1,-0.9,132.4
CCN(c1ccccc1)S(=O)(=O)c1nnc(NC(=O)C(C)C)s1,0.8,-1.9,-14.2,-9.1,0.4,-0.1,-0.1,0.1,96.0
Cc1c(C(=O)N2CCCC2)c(S(=O)(=O)NCCc2ccccc2)c(C)n1C,-0.7,4.6,0.7,-1.4,4.8,-0.1,3.7,1.3,89.7
COc1c(C)cc(Br)cc1C(=O)Nc1ccccc1C,-0.8,3.8,4.2,-12.7,1.9,-0.2,0.7,0.5,94.1

# The list continues:
SMILES,ZTA counter,MCL1 BIM primary,GLD-1 TGE inh,EBNA-1 inhibitor,Bcl-xL primary,Efflux pump mplx,Fam108B counter,MEX-5 binding,Yeast superoxide
COc1ccc(N2Cc3cccc(C(=O)O)c3C2=O)cc1,-3.4,37.1,2.5,5.7,6.0,0.0,6.3,-2.0,94.8
CN(C)CCNC(=O)c1ccc(Cl)s1,9.8,-2.4,8.4,-11.2,1.1,0.3,-4.0,0.7,94.4
OCC1CCCN(C(=S)NCCc2ccccc2)C1 (stereo not drawn),19.6,6.5,4.9,13.1,11.4,0.0,2.0,1.5,95.8
Cc1ncoc1C(=O)N1CCc2c([nH]c3ccccc23)C1C(C)(C)C (stereo not drawn),4.7,-4.3,2.7,-1.6,1.6,0.0,-2.2,-0.3,105.5
C[C@@H]([C@@H](O)c1ccccc1)N(C)C(=O)C(N)Cc1ccccc1 (stereo partly drawn),-17.6,1.4,-0.4,6.8,3.5,0.0,3.2,2.4,100.1
O=C(NCc1ccc(Cl)cc1)C1CCCN(S(=O)(=O)c2cnc[nH]2)C1 (stereo not drawn),-10.2,1.1,2.7,6.2,3.2,0.1,-4.1,0.5,107.5
O=C(OCc1cccc([N+](=O)[O-])c1)c1cnccn1,13.0,2.3,1.5,4.7,9.1,-0.1,-0.8,-1.3,103.5
O=C(CCNC(=O)c1ccc([N+](=O)[O-])cc1)Nc1cc(Cl)ccc1N1CCOCC1,-6.2,-6.4,5.2,nt,-1.3,0.4,nt,nt,80.5
CC(=O)N1CCN(Cc2nc3cc(NC(=O)c4ccccc4Cl)ccc3n2C)CC1,15.8,4.8,3.6,5.8,6.4,0.0,-2.9,2.2,98.1
C=CCn1c(CNS(=O)(=O)c2ccc(Cl)cc2)n[nH]c1=S,1.2,-5.1,1.4,3.7,-3.5,0.0,-3.5,0.1,106.4
O=S(=O)(NCc1ccccc1)c1ccc(Cl)c(S(=O)(=O)NCc2ccccc2)c1,0.6,-3.9,-6.2,-2.3,1.3,0.1,-0.3,0.9,110.4
O=C1Nc2ccccc2C1Cc1ccccn1 (stereo not drawn),9.3,4.6,9.1,6.4,2.1,0.0,-0.1,-1.2,101.7

# Compound profiles (already shown). Order of values: ZTA counter | MCL1 BIM primary | GLD-1 TGE inh | EBNA-1 inhibitor | Bcl-xL primary | Efflux pump mplx | Fam108B counter | MEX-5 binding | Yeast superoxide
# O=C(OCc1cccc([N+](=O)[O-])c1)c1cnccn1 reads 13.0 | 2.3 | 1.5 | 4.7 | 9.1 | -0.1 | -0.8 | -1.3 | 103.5
# OCC1CCCN(C(=S)NCCc2ccccc2)C1 (stereo not drawn) reads 19.6 | 6.5 | 4.9 | 13.1 | 11.4 | 0.0 | 2.0 | 1.5 | 95.8

# From PubChem BioAssay
